Screening data deposited in PubChem by several laboratories.
TRPML3 agonist = agonists of human TRPML3 channel; HEK293 TRPML3-YFP, Fluo-8 calcium fluorescence; 100% = the carbachol control signal; activation, % at 3 µM; 220,000 tested, 0.29% active; Q8TDD5; AID 1448;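 active = activation above its plate's cutoff, the mean activation of the plate's test wells plus 3 SD, cut at about 12% in these data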;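 also: 0% = DMSO only wells and 100% = carbachol wells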
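system = HEK293 cells stably carrying human TRPML3-YFP | doses = one concentration, 3 µM nominal, 0.3% DMSO | timing = dye loading 1 h 37 °C then 30 min ambient, 125 s read | detection = Fluo-8 calcium dye fluorescence, ex 470-495, em 515-575 nm | benchmarks = high control carbachol 87 µM, low control DMSO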
PGE2 EP2 inh = inhibitors of human EP2 prostaglandin E2 receptor; C6 glioma cells expressing human EP2, cAMP TR-FRET; cells stimulated with saturating PGE2; inhibition, % at 25 µM; 260,000 tested, 0.52% active; AID 1422;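 active = percent inhibition above 40 after rounding to a whole number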;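 also: rat C6 glioma host cells with rolipram phosphodiesterase inhibitor present; the protocol text gives 20 µM as final concentration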
Target sequence (P43116 whole entry, looked up): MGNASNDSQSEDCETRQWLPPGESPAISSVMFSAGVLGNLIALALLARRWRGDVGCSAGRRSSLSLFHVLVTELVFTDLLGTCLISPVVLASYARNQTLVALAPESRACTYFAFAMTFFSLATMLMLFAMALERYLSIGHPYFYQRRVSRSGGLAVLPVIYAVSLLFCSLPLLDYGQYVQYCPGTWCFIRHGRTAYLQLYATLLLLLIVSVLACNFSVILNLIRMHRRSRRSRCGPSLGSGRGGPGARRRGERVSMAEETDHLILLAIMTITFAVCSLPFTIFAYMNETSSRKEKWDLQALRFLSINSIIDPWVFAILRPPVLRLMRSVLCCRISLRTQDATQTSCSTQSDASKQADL
PPC-1+TRAIL kill = kills PPC-1 cancer cells in the presence of TRAIL | PPC-1 cells + TRAIL, ATPLite viability luminescence | cell killing (% activity), % at 4 µM | 220,000 tested, 0.41% active | AID 1443;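 active = cell killing above 50% in the first pass at 4 µM, then a duplicate retest at 5 µM averaging 50% or more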;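 also: plate controls were cells with TRAIL plus DMSO for no effect and medium-only wells lacking cells for full effect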
NPY-Y1 antag = antagonists of human neuropeptide Y receptor Y1 | P25929 | HEK293-CNG Y1 cells, membrane potential fluorescence; NPY at EC95, then isoproterenol | inhibition, % at 3.6 µM | 200,000 tested, 1% active;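 active = inhibition above the campaign mean inhibition of all tested compounds plus 3 SD, cut at about 20% in these data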;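 also: 0% = DMSO wells given NPY plus isoproterenol and 100% = isoproterenol alone without NPY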
Target sequence (P25929 whole entry, looked up): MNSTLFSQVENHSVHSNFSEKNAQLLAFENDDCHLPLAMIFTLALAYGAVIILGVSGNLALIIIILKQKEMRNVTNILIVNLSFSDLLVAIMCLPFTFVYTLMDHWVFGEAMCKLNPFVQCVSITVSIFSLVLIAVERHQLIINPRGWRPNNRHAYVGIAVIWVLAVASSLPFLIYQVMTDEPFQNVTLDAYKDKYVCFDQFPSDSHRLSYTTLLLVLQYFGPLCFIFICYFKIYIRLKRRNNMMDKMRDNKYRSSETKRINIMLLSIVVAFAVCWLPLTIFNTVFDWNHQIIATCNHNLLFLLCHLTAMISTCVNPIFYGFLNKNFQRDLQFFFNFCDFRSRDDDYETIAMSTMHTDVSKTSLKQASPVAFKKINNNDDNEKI
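Material: HEK293 cells co-expressing NPY Y1 receptor and cyclic-nucleotide gated channel. Timing: compound incubation 1 h at room temperature, readout 45 min post-stimulation. Signal: fluorescence, membrane potential probe.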
CHOP inh = CHOP inhibition in unfolded protein response. CHO-K1 CHOP-promoter luciferase, tunicamycin-induced, 15-18 h. inhibition, % at 10 µM. 220,000 tested, 3.8% active. AID 2732;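 active = compounds that reduced the stress-induced luciferase reporter signal by more than about 70% of percent inhibition, limit read from the data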;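 also: 0% = tunicamycin plus vehicle and 100% = wells without tunicamycin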
EP2 modulator = modulators of human EP2 prostaglandin E2 receptor | 260,000 tested, 0.83% active | EP2-expressing cells, cAMP HTRF FRET, PGE2 co-stimulation | AID 940 | induction, % at 25 µM | P43116;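 active = compounds whose cAMP rise, as percent of the full-agonist control response, exceeds 60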;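 also: rat C6 glioma line stably carrying human EP2 under a CMV promoter; the protocol text gives 20 µM as final concentration; 100% = response of wells given 1 µM PGE2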
NPY-Y1 PAM-ag = human NPY-Y1 potentiation or agonism, primary screen | activation, % at 3.6 µM | NPY-Y1 expressing cells, potentiator/agonist activation | AID 1304 | 220,000 tested, 0.37% active | P25929; in the data active = activation above about 33%, passing the limit was not always enough;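 also: cells stimulated with NPY at EC10 then isoproterenol at EC100; 0% = low agonist plus stimulus and 100% = saturating agonist plus stimulus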
TRPN1 ag = agonists of zebrafish TRPN1 channel; HEK293 zebrafish TRPN1-YFP, Fluo-8 calcium fluorescence; 100% = response to 87 µM carbachol; activation, % at 3 µM; 220,000 tested, 0.18% active; AID 1424;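 active = activation above its plate's cutoff, the mean activation of test wells on that plate plus 3 SD, cut at about 19% in these data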;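 also: 0% = DMSO alone and 100% = 87 µM carbachol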
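System: zebrafish TRPN1-YFP in HEK293 cells / Dosing: 3 µM single point / Timing: dye loading 1 h at 37 °C, then 30 min room temperature / Signal: Fluo-8 calcium fluorescence, excitation 470-495 nm, emission 515-575 nm / Read-out basis: percent activation from peak over basal fluorescence ratio, control-normalized / Control set: high carbachol 87 µM, low DMSO alone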
14-3-3 Bad PPI = disrupts binding of bovine 14-3-3 zeta to phospho-Bad peptide. P63103. TR-FRET 14-3-3zeta/Dy647-pBad peptide displacement, 1 h. inhibition, % at 21.7 µM. 220,000 tested, 0.71% active. AID 781;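 active = inhibition above about 70%, limit read from the data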;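 also: 0% = full 14-3-3 plus peptide FRET controls and 100% = background without 14-3-3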
Target sequence (P63103 whole entry, looked up): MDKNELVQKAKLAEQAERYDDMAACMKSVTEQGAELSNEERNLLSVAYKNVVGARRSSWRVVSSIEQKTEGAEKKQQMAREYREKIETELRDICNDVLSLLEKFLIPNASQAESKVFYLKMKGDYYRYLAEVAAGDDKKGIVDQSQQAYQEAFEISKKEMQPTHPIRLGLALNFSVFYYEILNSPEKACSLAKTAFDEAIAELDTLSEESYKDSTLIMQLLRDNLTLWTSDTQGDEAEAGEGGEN
An asterisk follows results filed as active; . = not tested or not shown; & = joins results of further samples; [ ] = remark or other dose.

Results follow in this order: CHOP inh	14-3-3 Bad PPI	PGE2 EP2 inh	TRPML3 agonist	EP2 modulator	PPC-1+TRAIL kill	NPY-Y1 antag	TRPN1 ag	NPY-Y1 PAM-ag
> Oc1cccc(-c2nc3ccc4ccccc4c3c3c2CCC3)c1
    82*	6	13	0.6	32	32	16	0.2	-30
> OC(COCC1COc2ccccc2O1)CN1CCN(c2ccccn2)CC1 (centres undefined)
    29	80*	15	0.9	8	5	6	0.9	5
> CCOC(=O)C1=C(N)n2c(s/c(=C\c3cccnc3)c2=O)=C(C(=O)OC)C1c1cccnc1 (centres undefined)
    .	.	15	0.6	.	.	2	0.3	-16
> O=C(CSc1ccc2ccccc2c1)Nc1ncccn1
    -7	4[fluorescence artefact?]	6	0.4	-10	-2	14	1.5	-13
> CC1CC(C)(C)NC(=S)N1CCCC(=O)Nc1ccc(F)c(F)c1 (centres undefined)
    8	-5	-2	-1.7	-48	20	2	-0.3	-22
> Cn1nccc1NC(=O)Nc1cccc([N+](=O)[O-])c1
    5	2	8	1.1	-7	5	.	1.8	1
> O=C(NCCc1ccc(Cl)cc1)C1CCN(S(=O)(=O)N2CCCC2)CC1
    -2	-4	16	0.3	-17	15	-1	2.2	18
> COc1cc2c(cc1OC)C(C(=O)NCCN(C)C)C(c1cccs1)N(C)C2=O (centres undefined)
    5	-5	3	1.0	-30	-25	-4	0.1	1
> O=C(Nc1ccccc1C(F)(F)F)N1CCN(c2ccc3nnc(-c4ccc(F)cc4)n3n2)CC1
    29	0	4	0.1	-21	31	-5	-0.9	-19
> COc1cccc(-n2c(C)n[nH]c2=O)c1
    26	1	16	0.3	23	16	-4	1.0	0
> COc1ccc(OCC(=O)N/N=C(/C)Cc2ccccc2)cc1
    16	-6[fluorescence artefact?]	6	0.7	-3	1	8	-1.9	-12
> CC(OC(=O)c1ccc2ccccc2n1)C(=O)Nc1ccc(N2CCOCC2)cc1 (centres undefined)
    23	-7	8	0.7	16	49	2	-0.4	-10
> CCCCCOc1ccc(/C=c2\sc3nc(=O)c(-c4ccccc4)nn3c2=O)cc1OC
    43	-10	7	0.3	15	-8	-1	0.4	11
> CCOC(=O)N1CCC(NC(=O)c2cc(C(=O)Nc3ccc(OC)c(OC)c3)ccc2CO)CC1
    12	7	7	0.0	19	11	3	1.2	2
> Cc1ccc(C2C3=C(CCCC3=O)Nc3nc(SCC(=O)NCc4ccco4)[nH]c(=O)c32)cc1 (centres undefined)
    -24	9	9	0.5	33	13	1	0.5	20
> O=C(Nc1ccccc1C(=O)N1CCOCC1)C1CCC(=O)N1C1CCCC1 (centres undefined)
    14	-9	4	-0.5	14	18	4	-0.9	6
> CCc1ccc(NC(=S)N(CCCN2CCOCC2)Cc2ccccn2)cc1
    -15	-13[fluorescence artefact?]	7	0.3	-6	20	5	-0.2	7
> CCC(Oc1ccccc1)C(=O)O/N=C(\N)c1ccc(OC)c(OC)c1 (centres undefined)
    16	-14	6	0.1	28	-8	10	-0.6	5
> Cc1ccc2cc(C#N)c(SCC(=O)Nc3ccc4sc(C)nc4c3)nc2c1
    11	-2	.	0.6	16	13	-2	0.6	-3
> CC(=O)CSc1nnc(-c2ccc3c(c2)OCO3)o1
    -16	9[fluorescence artefact?]	8	0.6	-15	27[5 µM]	21*	-1.4	-31
> CCc1ccccc1Nc1nc(N)nc(CSc2nnnn2C)n1
    -22	-9	4	0.3	15	-6	-2	0.1	9
> Cc1ccc(/C=N/n2c(=O)c(C(C)(C)C)nn3cnnc23)cc1
    19	5	11	0.5	-11	21	5	0.2	7
> O=C(COC(=O)Cc1cccc(C(F)(F)F)c1)Nc1cccc2ccccc12
    11	3	6	-0.3	11	6	1	-2.0	0
> CN(C)c1ccc(CN(C(=O)COc2ccccc2)C2CCS(=O)(=O)C2)cc1 (centres undefined)
    -19	-4	1	-0.6	-9	35	2	0.2	4
> CC(C)CCn1c(Cl)nc2c1c(=O)n(C)c(=O)n2C
    22	5	8	1.2	26	-14	-3	1.4	-4
> O=C(NCc1cccnc1)c1ccccc1[N+](=O)[O-]
    7	-18	7	0.9	14	19	0	1.2	-23
> CCOC(=O)c1c(NC(=O)c2cccs2)sc2c1CCCC2
    -6	4	18	0.2	56	15	1	2.9	-19
> CCOc1ccccc1/C=C/c1cc(C(=O)O)c2ccccc2n1
    14	-6	14	0.4	-21	8	.	0.6	15
> Cc1cc(C)cc(C(=O)N2CCN=C2c2ccccc2)c1
    45	-10	7	0.1	18	8	-2	-1.4	-19
> CN1CCN(C(=O)CN(c2cc(C(F)(F)F)ccc2Cl)S(C)(=O)=O)CC1
    22	7	8	0.8	10	-3	2	-0.7	-7
> CC(C)CC(c1nnnn1Cc1ccc2c(c1)OCO2)N1CCC(C(N)=O)CC1 (centres undefined)
    -1	-3	3	0.4	-10	-8	3	1.1	16
> Nc1c(-c2ccccc2)c(CN2CCOCC2)nn1-c1ccc(C(=O)O)cc1
    33	-6[fluorescence artefact?]	8	0.6	24	11	2	0.4	-23
> Cc1nn(Cc2c(Cl)cccc2Cl)c(C)c1NC(=O)/C=C/c1cnn(C)c1C
    15	.	7	-0.7	-1	4	6	0.3	15
> CCc1ccc(N(CC(=O)NCc2ccc(F)cc2)C(=O)c2csnn2)cc1
    -1	-7	0	0.6	10	15	-3	-0.6	24
> CCn1cc(/C=N\NC(=O)COc2cccc(C)c2C)c(C)n1
    10	3	8	0.6	-15	-1	16	2.3	6
> CSc1c(CC(=O)Nc2ccccc2)n(Cc2ccccc2)c2ccccc12
    -17	2	5	0.0	31	3	-3	-1.7	-32
> CCC(C)NC(=O)c1ccccc1NC(=O)CN(c1cc(C)ccc1OC)S(C)(=O)=O (centres undefined)
    2	-12	4	1.0	-7	-8	-3	0.0	-9
> CCc1cccc(NC(=O)c2ccc(Cn3c(=O)[nH]c4ccsc4c3=O)cc2)c1
    -6	3[fluorescence artefact?]	6	0.9	6	18	-3	0.1	-5
> CCOC(=O)/C=C1\SCC(=O)N1CC(=O)Nc1ccc2c(c1)CCC2
    31	2	10	0.6	-17	5	-7	1.9	21
> CCN(CC)CCNC(=O)C1CCC(=O)N1CCc1ccccc1 (centres undefined)
    37	8	21	0.5	9	-8	-1	0.6	0
> C=CCn1c(SCC(=O)Nc2ncc(Cc3ccc(C)c(Cl)c3)s2)nnc1-c1ccncc1
    40	-2	10	0.9	11	8	0	0.8	1
> Cc1ccc(C(=O)OC2CCOC2=O)cc1NC(=O)c1ccco1 (centres undefined)
    1	2[fluorescence artefact?]	24	0.9	21	-1	3	0.0	32
> Cc1cc(Nc2ccccc2)n(-c2nc3ccccc3[nH]2)n1
    -7	0	-2	0.3	56	9	0	-0.9	6
> COc1ccc(CNc2nc3ccccc3n2Cc2ccccc2)cc1OC
    18	4[fluorescence artefact?]	2&17	0.0	25&27	8	1	0.3	-11
> C/C=C\C=C/C(=O)Nc1cccc(C2=NOC3(C2)C[C@@H](C(N)=O)N(C(=O)/C=C/CC)C3)c1 (some centres undefined)
    -2	-4	9	.	-3	0	.	.	.
> CCCCSc1nc2c(cnn2-c2ccc(F)cc2)c(=O)[nH]1
    16	13[fluorescence artefact?]	9	1.0	15	7	4	-0.3	3
> C=CCNC(=O)C1CCN(c2cnccn2)CC1
    -8	-20	6	0.8	7	17	4	0.3	19
> O=C1NC(=O)C2C1C(c1cccs1)NN2Cc1ccccc1 (centres undefined)
    6	-6	11	0.2	4	10	-1	1.2	2
> O=C(NNc1nc2ccccc2nc1C(F)(F)F)c1ccccc1
    25	-4	6	-0.6	14	-12	-1	0.6	-15
> COc1cc(C(=O)NC(=S)N2CCCCCC2)cc(OC)c1OC
    -9	-5	7	0.5	11	22	2	-0.6	-4

Continued:
Results follow in this order: CHOP inh	14-3-3 Bad PPI	PGE2 EP2 inh	TRPML3 agonist	EP2 modulator	PPC-1+TRAIL kill	NPY-Y1 antag	TRPN1 ag	NPY-Y1 PAM-ag
> CN(C)c1ccnc(-n2cccc2/C=N/OCc2ccccc2)c1C#N
    1	2	8	1.5	32	-10	-2	-0.8	-31
> O=C(Nc1ccc2nc(-c3ccccc3)[nH]c2c1)c1ccco1
    -16	-10	7&6	0.2	-72&-17	18	2	2.1	-10
> CCOc1oc(-c2ccc(OC)cc2)nc1C(F)(F)F
    -12	6[fluorescence artefact?]	0	0.7	3	21	2	1.5	12
> O=C(NCc1cccnc1)C(=O)N/N=C/c1ccccc1[N+](=O)[O-]
    19	0	6	0.8	6	14	8	-1.5	-8
> CC(=O)Oc1ccc(/C=C2/Oc3ccccc3C2=O)cc1
    -12	-2	9	1.0	-38	12	.	-0.1	13
> Cc1ccccc1OCC(O)CN1CCN(CC(O)COc2ccccc2C)CC1 (centres undefined)
    2	-2	4	2.3	-26	9	-5	0.7	40*
> CC(NC(=O)CCc1nnc(Cc2cccc(C(F)(F)F)c2)o1)C1CC1 (centres undefined)
    -8	-9	9	0.4	6	-10	0	1.4	4
> COC(=O)C(NC(C)=O)(Nc1nc(C)cs1)C(F)(F)F (centres undefined)
    -6	-8[fluorescence artefact?]	18	0.8	21	-26	1	0.4	-12
> CCOc1cc(/C=N/NC(=O)c2cc(C3CC3)[nH]n2)ccc1O
    0	-4	12	-0.3	-21	21	0	0.4	-4
> CSc1nc2c(c(=O)[nH]1)CCCC2
    20	7	13	1.1	0	13	5	-0.8	-2
> CCn1ccc(C(=O)NC2C(=O)N3C(C(=O)O)=C(C)CSC23)n1 (centres undefined)
    8	-8	8	2.2	38	10	3	-0.3	0
> N#Cc1c(C(F)(F)F)cc(=O)[nH]c1SCC(=O)O
    -4	10	3	1.4	7	-2	1	0.0	-10
> C=CCSC1=N/C(=C\c2cccnc2)C(=O)N1c1ccc(OC)cc1
    14	15[fluorescence artefact?]	6	0.2	41	4	6	-1.8	-23
> COc1cc(CN2CCN(c3ccc(C)cc3)CC2)cc([N+](=O)[O-])c1O
    3	83*	11	-0.1	27	5	0	-0.6	-1
> C[C@H]1C=C(C(=O)NCc2ccccc2)O[C@@H](OCc2ccc(CO)cc2)C1
    22	-2	.	-0.1	-17	5	1	0.7	-20
> Cc1ccc(C)c(S(=O)(=O)N2CCN(CC(=O)Nc3sccc3C#N)CC2)c1
    12	-5[fluorescence artefact?]	6	-0.1	2	11	6	2.0	-8

The list is partial; count on the stated rates, not on these rows.
